Rac1 GTP hydrolysis: MgcRacGAP GTPase-activating activity inhibitors, confirmation, biochemical, ADP Hunter fluorescence; MgcRacGAP-stimulated Rac1 GTP hydrolysis, ADP Hunter fluorescence; higher % means a stronger effect; GST-tagged Rac1 F28L mutant substrate; 340,000 tested, 0.6% active; Rac GTPase-activating protein 1 (Homo sapiens); inhibition, % at 30 µM; hits with a dose series show IC50 in µM;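 active = first-screen hits whose inhibition reached a set limit at any dose in the follow-up dose series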;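 also: fluorescence reports GDP produced by GAP-driven GTP hydrolysis; strong numbers were not always called active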
GPR55 activation: GPR55 agonists via beta-arrestin recruitment, primary screen, imaging, U2OS cells, beta-arrestin-GFP redistribution (AID 1961); U2OS GPR55 beta-arrestin-GFP redistribution imaging; higher % means a stronger effect; activation, % at 10 µM, or EC50 in µM where a hit was titrated; 290,000 tested, 0.048% active; G-protein coupled receptor 55 (Homo sapiens);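 active = activation above 40% with more than 50 cells counted in the well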;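 also: U2OS osteosarcoma cells stably expressing GPR55 and beta-arrestin-GFP; plate controls were DMSO negative control for no effect and LPI positive control for full effect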
LYP inhibition: inhibitors of LYP phosphatase, biochemical, fluorescence intensity, uHTS (AID 1779); Tyrosine-protein phosphatase non-receptor type 22 (Homo sapiens); recombinant LYP phosphatase, fluorescence intensity; higher % means a stronger effect; one-dose inhibition, % at 11.5 µM; IC50 in µM for titrated hits; 290,000 tested, 0.054% active; in the data active = inhibition above about 50%;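 also: plate controls were vehicle with enzyme for no effect and no enzyme for full effect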
Lipid droplet: inhibitors of hepatocyte lipid droplet formation, primary screen, imaging, high-throughput imaging, BODIPY stain; AML12 mouse hepatocytes, oleate lipid droplets; inhibition, % at 6.5 µM; 240,000 tested, 0.4% active; AID 1656, 2009;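 active = lipid droplet intensity inhibited by at least 50%, with more than 500 cells counted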
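Material – AML12 mouse liver cells · Also added – oleate loading, 100 µM · Compound dosing – 6.5 µM single-point dosing · Times – overnight treatment with compound plus oleate · Measured by – fluorescence imaging, 20x objective, two fields per well · Read-out – percent inhibition of filter-corrected integrated lipid droplet intensity per well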
GPR35 antagonists: GPR35 antagonists blocking zaprinast-driven arrestin recruitment, primary screen, imaging, U2OS, beta-arrestin-GFP, zaprinast agonist (AID 2058) | 290,000 tested, 0.052% active | inhibition, % at 10 µM; hits with a dose series show IC50 in µM | G-protein coupled receptor 35 (Homo sapiens) | U2OS GPR35 beta-arrestin-GFP translocation imaging, zaprinast antagonism; higher % means a stronger effect;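 active = inhibition of at least 50% with at least 30 cells and total cytoplasm GFP at most 10,000,000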
T cell HTS: modulators of CD8 T cell-vesicle binding, primary screen, mouse 2C CD8+ T cells, flow cytometry; 330,000 tested, 0.068% active; 2C CD8+ T cell-vesicle binding; hits give low values; calls only at 7 µM;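 active = response, share of CD8 T cells binding vesicles, and their 90th percentile fluorescence all below set limits, cut at about 80% in these data, passing the limit was not always enough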
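Incubation: binding step 1.5 h, 37 °C, antibody labelling 20 min, ice; system: murine 2C transgenic CD8+ T lymphocytes; technique: cytometric PE anti-B7-1 and Alexa647 anti-CD8 signals after 1% paraformaldehyde fixation; also added: QL9-charged Drosophila Ld/ICAM-1/B7-1 vesicles; control set: naked versus QL9-loaded vesicles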
NTR1 agonist: agonists of NTR1, primary screen, imaging, U2OS cells, beta-arrestin-GFP, high content (AID 493036); activation, % at 20 µM; 330,000 tested, 0.17% active; NTR1-U2OS beta-arrestin-GFP spot imaging, agonist mode;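 active = activation at or above 40% of the spot to cytoplasm intensity ratio, with at least 20 cells analyzed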;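 also: 0% = DMSO without peptide and 100% = 100 nM NTR1 peptide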
Target sequence (P30989 whole entry, looked up): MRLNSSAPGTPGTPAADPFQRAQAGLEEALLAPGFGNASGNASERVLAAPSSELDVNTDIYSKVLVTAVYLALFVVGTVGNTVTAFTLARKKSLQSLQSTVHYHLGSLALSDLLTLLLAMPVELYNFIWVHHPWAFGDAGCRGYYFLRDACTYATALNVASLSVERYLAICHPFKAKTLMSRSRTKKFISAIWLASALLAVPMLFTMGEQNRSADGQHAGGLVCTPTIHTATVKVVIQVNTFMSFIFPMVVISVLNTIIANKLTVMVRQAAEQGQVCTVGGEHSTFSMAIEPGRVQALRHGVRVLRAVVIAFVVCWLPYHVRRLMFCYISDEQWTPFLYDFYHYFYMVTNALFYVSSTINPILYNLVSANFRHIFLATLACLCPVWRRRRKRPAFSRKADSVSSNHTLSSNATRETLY
GPR55 antagonists: GPR55 antagonists blocking LPI-driven arrestin recruitment, primary screen, imaging, U2OS, beta-arrestin-GFP, LPI agonist (AID 2013); G-protein coupled receptor 55 (Homo sapiens); U2OS GPR55 beta-arrestin-GFP translocation imaging, LPI antagonism; higher % means a stronger effect; inhibition, % at 10 µM, or IC50 in µM where a hit was titrated; 290,000 tested, 0.13% active;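 active = spots per cell inhibited over 60%, with over 100 cells counted and total cytoplasm intensity under 500,000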;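 also: U2OS cells stably carrying GPR55 and arrestin-GFP stimulated by 5 µM LPI near EC80; imaged beta-arrestin-GFP aggregate spots per cell after agonist stimulation; plate controls were LPI-stimulated DMSO wells for no effect and DMSO wells without LPI for full effect; some results filed as inactive read as strong as hits; confirmed hits need IC50 under 10 µM and bright autofluorescent wells are also inconclusive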
SV40 large T antigen: SV40 large T antigen inhibitors, biochemical (AID 1903) | SV40 large T antigen ATPase/helicase inhibition assay; higher % means a stronger effect | inhibition, % at 20 µM; hits with a dose series show IC50 in µM | 310,000 tested, 0.39% active; in the data active = a potency from the dose series; also: strong numbers were not always called active
Lipid droplet cells 6.5 µM: also measured in Lipid droplet; calls as there; cell count; measured here: cell count, cytotoxicity flag;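 cells counted across two imaged fields per well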
T cell HTS vesicle-bound %: further read-out of T cell HTS, marked with its call; double positive events, %; measured here: CD8+ vesicle-bound cell fraction;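 binding gate set so that unloaded-vesicle control wells show 10% double positive cells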
NTR1 agonist cell count 20 µM: further read-out of NTR1 agonist, marked with its call; cell count; measured here: cell count, cytotoxicity flag
* hit, by the source's call; i = inactive; x = not tested or not shown.

SMILES,Lipid droplet cells 6.5 µM,SV40 large T antigen,T cell HTS vesicle-bound %,LYP inhibition,Lipid droplet,T cell HTS,GPR35 antagonists,Rac1 GTP hydrolysis,NTR1 agonist cell count 20 µM,GPR55 activation,NTR1 agonist,GPR55 antagonists
O=C(COC(=O)CNC(=O)c1ccccc1)NCCc1ccccc1,738,8%,28,2%,10,i,-9%,9%,81,-0.3%,-0.9,-5%
N#C/C(=C\c1cccs1)C(=O)NCC1CCCO1 (stereo not given),x,8%,10,-3%,x,i,-13%,3%,88,0.0%,-0.3,7%
COC(=O)c1c(NC(=O)C2=COCCO2)sc(C)c1C,x,3%,36,x,x,i,x,-2%,47,x,0.0,x
CC(=O)N1CCC(C(=O)Nc2ccccc2)(N(Cc2ccccc2)C(=O)c2cccnc2)CC1,x,9%,33,-7%,x,i,21%,12%,43,-0.3%,2.5,-1%
CCOCCCNc1nc(C)nc2c1nnn2Cc1c(F)cccc1Cl,678,4%,28,-2%,11,i,-16%,2%,41,-0.1%,0.5,4%
COC(=O)c1sccc1NC(=O)Nc1ccccc1F,700,10%,68,-7%,-5,i,-2%,-1%,102,-0.1%,-1.8,7%
COc1ccc(Cn2c(N)c(S(=O)(=O)c3cccs3)c3nc4ccccc4nc32)cc1,x,16%,58,-10%,x,i,3%,1%,104,0.0%,2.2,17%
COc1ccc(CCNC(=S)NNC(=O)c2c(Br)c(C)nn2C)cc1OC,690,16%,5,-3%,9,i,1%,3%,75,-0.1%,-1.0,12%
Cc1c(/C=N/NC(=O)c2cc(=O)[nH]c(=O)[nH]2)c2ccccn2c1C(=O)c1ccccc1,762,0%,31,-4%,1,i,-2%,9%,64,0.2%,0.9,-4%
Cc1cc(S(=O)(=O)N2CCCOC2CNC(=O)C(=O)NCc2ccco2)ccc1F (stereo not given),659,5%,24,-6%,-7,i,25%,10%,77,-0.3%,-0.2,2%
COc1ccc(Cc2nnc(SCC(=O)NC3CCCC3)o2)cc1,793,5%,46,-10%,-25,i,3%,-5%,60,-0.4%,1.7,-4%
COc1cc(-c2ccccc2)nc2ccccc12,740,0%,33,-2%,-7,i,6%,12%,43,-0.2%,-1.8,-7%
Cc1nn(-c2nc3ccccc3s2)c(N)c1Sc1ccc(F)cc1,x,4%,9,-6%,x,i,0%,12%,48,-0.1%,0.3,31%
C/C(=N/NC(=S)Nc1cccc(C)c1)c1cccc([N+](=O)[O-])c1,646,11%,63,-1%,-10,i,-5%,13%,62,0.2%,0.7,-6%
Nc1[nH]nc2nc(N3CCCC3)nc(-c3ccccc3)c12,x,23%,17,-6%,x,i,7%,5%,87,-0.2%,1.0,3%
O=C(NC(=S)N1CCCCCC1)c1ccccc1,688,29%,66,2%,12,i,5%,3%,51,0.3%,-1.0,10%
O=C(c1ccco1)N1CCN(CC(=O)N2CCCc3c2c(=O)oc2ccc(O)cc32)CC1,651,6%,35,4%,11,i,2%,x,80,-0.2%,-1.8,0%
CCc1cc2ccc(OC)cc2nc1SCC(=O)N1CCN(C(=O)c2ccco2)CC1,658,x,36,-2%,-1,i,-5%,16%,61,0.4%,9.0,3%
COc1ccc(CNS(=O)(=O)c2ccc(-n3cccn3)cc2)cc1,767,10%,47,-7%,-7,i,-7%,6%,61,-0.2%,2.8,1%
Cc1[nH]c2ccccc2c1C(=O)C(=O)N1CCOCC1,624,-3%,68,-4%,-4,i,19%,5%,58,-0.1%,0.8,14%
CC12C(=O)N(c3cccc(OC(=O)c4ccco4)c3)C(=O)C1C1c3ccccc3C2c2ccccc21 (stereo not given),667,-2%,26,2%,-4,i,15%,7%,84,0.2%,2.5,1%
N#CCSCC(=O)Nc1ccc(F)cc1,759,-3%,6,0%,0,i,2%,2%,46,-0.1%,2.3,8%
CCN(CC)CCCOc1ccc(C)cc1Br,769,3%,52,-6%,-4,i,19%,15%,32,-0.2%,-1.4,17%
O=C(Nc1cccc(S(=O)(=O)NC2=NCCC2)c1)C1CCCCC1,715,4%,29,-4%,-17,i,7%,-13%,67,0.3%,-0.8,1%
NC(=S)Nc1cccc(-c2n[nH]c(=S)o2)c1,739,22%,56,-7%,-20,i,-6%,19%,62,0.2%,0.5,-2%
CN=C(C)/C(C(=O)OC)=C(/O)c1ccc(Cl)cc1Cl,756,1%,36,-2%,3,i,11%,5%,50,0.5%,0.0,10%
COc1cc(CO)ccc1Oc1nnnn1-c1ccc(C(N)=O)cc1,817,-2%,13,-11%,4,i,1%,6%,54,-0.2%,3.3,2%
COc1cc(C(=O)O/N=C2/C=C(C)C(=O)C=C2C)cc(OC)c1OC,634,7%,35,2%,-12,i,5%,13%,84,0.1%,-1.7,2%
Cc1cc(NC(=O)c2cnn3cccnc23)nn1CC(=O)Nc1cccnc1,772,2%,37,1%,6,i,16%,3%,46,-0.1%,-0.9,2%
Cc1cc2c(OCC(O)CNCc3ccco3)cccc2[nH]1 (stereo not given),x,28%,42,-8%,x,i,11%,11%,91,-0.1%,-0.5,11%
COc1ccc(OC)c(S(=O)(=O)N2CCN(c3ccccc3OC)CC2)c1,758,8%,60,-6%,-13,i,-9%,10%,98,-0.3%,-0.1,4%
COc1ccc(CCNC(=O)CSc2nnc(Cc3cccn3C)n2C)cc1OC,750,15%,48,-8%,-3,i,-26%,12%,86,-0.1%,0.9,-7%
O=c1[nH]c(CSc2nc3ccccc3s2)nc2ccccc12,669,7%,50,-2%,11,i,-7%,12%,67,0.3%,-0.4,2%
CC1(C)C([N+](=O)[O-])C(c2ccccc2O)NC(c2ccccc2O)C1[N+](=O)[O-] (stereo not given),717,6%,51,-3%,-22,i,-2%,1%,28,-0.2%,1.2,-2%
Cc1cc(C)cc(NC(=O)c2oc3ccccc3c2COc2ccccc2)c1,698,1%,49,-2%,12,i,-2%,-6%,69,0.3%,1.0,9%
COc1ccc(NC(=O)c2c(C)cc(=O)oc2C)c(OC)c1,701,2%,52,0%,-2,i,-2%,9%,42,0.2%,-0.6,5%
COc1ccc(-c2cc(C(=O)N(C)CCc3ccc(OC)c(OC)c3)c3ccccc3n2)cc1,649,12%,11,-4%,-2,i,-3%,-3%,54,0.0%,0.2,-3%
COc1ccc(/C=C2/SC(=S)N(CCCC(=O)Nc3ccc(O)cc3)C2=O)cc1OC,668,17%,19,-7%,-18,i,40%,11%,65,-0.2%,5.3,-2%
O=C(NCCCN1CCCC1=O)Nc1ccc(Br)cc1Cl,842,11%,16,-5%,-2,i,-8%,11%,72,0.0%,0.0,14%
COC(=O)c1cccc(NC(=O)NC(=O)c2ccc(Cl)cc2)c1,701,-2%,26,-1%,-55,i,8%,x,53,-0.2%,0.8,-5%
COC(=O)c1ccc(C2NCCc3cc(OC)c(OC)cc32)cc1 (stereo not given),820,8%,18,-7%,-4,i,-1%,8%,58,-0.1%,-0.3,-2%
COc1ccc(NC(=O)C2=CC(c3ccco3)=NS(=O)(=O)N2C)cc1OC,797,x,31,-9%,-3,i,7%,5%,55,0.6%,-1.6,-10%
Cc1ccc(Cl)cc1N1CCN(C(=O)Cc2c(C(=O)O)[nH]c3ccc(Cl)cc23)CC1,709,15%,61,5%,4,i,2%,-1%,61,0.4%,-0.2,2%
CCOC(=O)N1CCC(N2CCN(S(=O)(=O)c3ccc(OC)cc3)CC2)CC1,695,5%,61,0%,19,i,-7%,20%,54,0.2%,3.1,10%
CCOC(=O)CN1C(=O)C(CC)Oc2ccccc21 (stereo not given),x,17%,52,-1%,x,i,13%,8%,86,-0.4%,1.4,-1%
CC1(C)CC(=O)C2=C(C1)OC(N)=C(C#N)C2c1ccoc1 (stereo not given),687,1%,3,5%,-2,i,-12%,2%,40,-0.3%,0.0,4%
CC(=O)c1ccc(NC(=O)Cn2cnc(S(=O)(=O)N3CCc4ccccc43)c2)cc1,715,4%,6,-11%,0,i,1%,x,61,-0.2%,2.1,14%
CCOC(=O)Cn1c2ccccc2c2nc3ccccc3nc21,753,6%,29,1%,0,i,-8%,7%,90,-0.1%,-1.0,5%
O=C(Nc1cc(C(F)(F)F)ccc1N1CCOCC1)c1cncc(Br)c1,x,-1%,26,-7%,x,i,-2%,8%,92,-0.2%,0.6,-11%
Cc1onc(-c2ccccc2Cl)c1C(=O)Oc1cccc2cccnc12,700,8%,7,-4%,-4,i,-6%,-9%,54,-0.5%,0.9,12%
NC(=O)COC(=O)CSc1cccc2cccc(Cl)c12,681,10%,6,-2%,-4,i,-4%,-1%,65,-0.2%,-1.6,-5%
CCCCC(=O)Nc1ccc(S(=O)(=O)N2CCCCC2c2cccnc2)cc1 (stereo not given),728,20%,25,-1%,1,i,6%,11%,69,0.0%,1.3,12%

By substructure, those above with a cyano group.
SMILES,Lipid droplet cells 6.5 µM,SV40 large T antigen,T cell HTS vesicle-bound %,LYP inhibition,Lipid droplet,T cell HTS,GPR35 antagonists,Rac1 GTP hydrolysis,NTR1 agonist cell count 20 µM,GPR55 activation,NTR1 agonist,GPR55 antagonists
N#C/C(=C\c1cccs1)C(=O)NCC1CCCO1 (stereo not given),x,8%,10,-3%,x,i,-13%,3%,88,0.0%,-0.3,7%
N#CCSCC(=O)Nc1ccc(F)cc1,759,-3%,6,0%,0,i,2%,2%,46,-0.1%,2.3,8%
CC1(C)CC(=O)C2=C(C1)OC(N)=C(C#N)C2c1ccoc1 (stereo not given),687,1%,3,5%,-2,i,-12%,2%,40,-0.3%,0.0,4%
